Source: PubChem BioAssay
EPAC2 antag: qHTS for Antagonist of cAMP-regulated guanine nucleotide exchange factor 2 (EPAC2): primary screen | Rap guanine nucleotide exchange factor 4 (Homo sapiens), Q8WZA2 | Potency, µM (doses to about 114 µM), without a hit: at the highest dose activity, negative = inhibition, most hits filed as inhibitors | 0.18% of 360,000 active | EPAC2 GEF exchange of Rap1B-BODIPY-GDP, fluorescence | AID 720708, 2013; also: potency is read from the fitted curve at half-maximal effect; % is scaled to controls: 0 for no effect and ±100 for the full control effect; nearly all actives have a fitted effect of over 45% in size; many of its hits are not listed in these tables
WRN inhibitor: qHTS for Inhibitors of WRN Helicase; Bifunctional 3'-5' exonuclease/ATP-dependent helicase WRN (Homo sapiens), Q14191; WRN helicase unwinding, fluorescent forked duplex, kinetic; Potency, µM (doses to about 114 µM), inactives show top-dose activity change, negative = inhibition, usual class: inhibitors; 0.46% of 360,000 active; also: potency is read from the fitted curve at half-maximal effect; % is scaled to controls: 0 for no effect and ±100 for the full control effect; nearly all actives have a fitted effect of over 55% in size
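Primary qHTS, 1536-well format. 20 nM WRN + compound, 15 min RT; start with 100 nM forked fluorophore/quencher duplex, 2 mM ATP (final); kinetic read ex 525/em 598 nm.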
PI5P4Ka inh: qHTS for Inhibitors of phosphatidylinositol 5-phosphate 4-kinase (PI5P4K). Phosphatidylinositol 5-phosphate 4-kinase type-2 alpha (Homo sapiens), P48426. PI5P4Kalpha enzyme, ADP-Glo luminescence, 60 min; hits give low values. max response, %. 1.2% of 330,000 active. AID 652105, 2013; active = max response of -50% or lower; inconclusive = between -30% and -50%; inactive = -30% or higher; also: value at the top dose of about 77 µM; % is scaled to controls: 0 for no effect and ±100 for the full control effect
Target sequence (P48426 whole entry, looked up): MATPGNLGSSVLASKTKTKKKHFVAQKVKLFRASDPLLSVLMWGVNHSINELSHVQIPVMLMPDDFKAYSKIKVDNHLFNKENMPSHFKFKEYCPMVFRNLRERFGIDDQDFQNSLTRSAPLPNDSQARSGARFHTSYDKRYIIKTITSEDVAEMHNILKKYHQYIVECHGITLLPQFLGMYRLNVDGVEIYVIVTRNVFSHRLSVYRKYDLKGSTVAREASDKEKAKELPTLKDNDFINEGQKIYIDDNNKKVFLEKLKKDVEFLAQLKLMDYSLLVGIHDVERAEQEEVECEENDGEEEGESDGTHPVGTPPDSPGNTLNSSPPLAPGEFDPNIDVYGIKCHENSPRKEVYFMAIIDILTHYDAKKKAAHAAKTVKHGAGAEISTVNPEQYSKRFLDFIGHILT
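qHTS, 1536-well: enzyme/substrate mix, compound by pin tool, 5 microM ATP final; RT 60 min; ADP-Glo reagents 1 (45 min) then 2 (30 min); luminescence.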
EPAC1 ag: qHTS for Agonist of cAMP-regulated guanine nucleotide exchange factor 3 (EPAC1): primary screen | Rap guanine nucleotide exchange factor 3 (Homo sapiens), O95398 | EPAC1 agonist qHTS, biochemical assay; response scale: 100% = response to 6.5 mM cAMP | Potency, µM (highest dose often 154 µM), without a hit: at the highest dose activation, hits mostly activators | 0.073% of 360,000 active | AID 720707, 2013; also: potency is read from the fitted curve at half-maximal effect; nearly all actives have a fitted effect of over 60% in size
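Fluorescent GDP-exchange assay: 100 nM EPAC1 with 250 nM Rap1B preloaded with BODIPY-GDP and 50 uM GDP; compounds tested as concentration series, 5 min at room temperature, then read every 5 min for 30 min (ex 480/em 540 nm); normalized to 6.5 mM cAMP.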
EPAC1 antagonist: qHTS for Antagonist of cAMP-regulated guanine nucleotide exchange factor 3 (EPAC1): primary screen. Rap guanine nucleotide exchange factor 3 (Homo sapiens), O95398. EPAC1 GEF assay, Rap1b-BODIPY-GDP exchange fluorescence. Potency, µM (highest dose often 115 µM), without a hit: at the top dose activity change, negative = inhibition, most hits filed as inhibitors. 0.14% of 360,000 active;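 also: potency is read from the fitted curve at half-maximal effect; plate controls were vehicle for no effect and positive control for full effect; nearly all actives have a fitted effect of over 50% in size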
PLK1 PBD inh: qHTS for Inhibitors of PLK1-PDB (polo-like kinase 1 - polo-box domain): Primary Screen. 2.8% of 360,000 active. Potency, µM, for inactives: max response, negative = inhibition, most hits filed as inhibitors. AID 720504, 2013. Serine/threonine-protein kinase PLK1 (Homo sapiens), P53350. Plk1 PBD binding of FITC phosphopeptide, fluorescence polarization; also: potency is read from the fitted curve at half-maximal effect; series mostly up to about 57 µM; % is scaled to controls: 0 for no effect and ±100 for the full control effect; nearly all actives have a fitted effect of over 65% in size
Target sequence (P53350 whole entry, looked up, the tested form may be a part): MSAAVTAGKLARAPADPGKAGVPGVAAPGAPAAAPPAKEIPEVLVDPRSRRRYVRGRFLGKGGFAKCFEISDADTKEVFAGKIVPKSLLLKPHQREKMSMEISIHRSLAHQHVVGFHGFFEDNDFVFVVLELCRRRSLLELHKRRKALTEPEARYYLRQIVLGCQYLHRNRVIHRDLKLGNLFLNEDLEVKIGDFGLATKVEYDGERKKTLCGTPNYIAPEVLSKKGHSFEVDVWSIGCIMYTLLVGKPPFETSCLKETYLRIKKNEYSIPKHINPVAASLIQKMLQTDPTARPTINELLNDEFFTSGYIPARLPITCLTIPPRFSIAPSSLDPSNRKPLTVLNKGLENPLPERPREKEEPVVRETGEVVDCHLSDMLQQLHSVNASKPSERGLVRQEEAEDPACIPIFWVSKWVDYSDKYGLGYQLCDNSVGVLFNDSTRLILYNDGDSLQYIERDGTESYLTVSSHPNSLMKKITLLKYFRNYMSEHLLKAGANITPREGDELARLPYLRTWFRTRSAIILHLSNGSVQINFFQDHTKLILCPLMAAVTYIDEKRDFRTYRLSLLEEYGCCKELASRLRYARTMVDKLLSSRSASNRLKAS
MmCpn inh: Inhibitors of TCP-1 ring complex (TRiC) of Methanococcus maripaludis (MmCpn): qHTS; Chaperonin Mm-Cpn (Methanococcus maripaludis); purified Mm-Cpn ATPase, ADP Transcreener TR-FRET; Potency, µM (top dose mostly 76.9 µM), for the others: at the top dose activity, negative = inhibition, actives largely listed as inhibitors; 0.031% of 330,000 active; also: potency is read from the fitted curve at half-maximal effect; % is scaled to controls: 0 for no effect and ±100 for the full control effect; nearly all actives have a fitted effect of over 80% in size
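Eu-cryptate anti-ADP/ADP-d2 competition gives a ratio inversely related to ADP. Enzyme at 25 nM was pre-exposed to compound for 10 min, then given 10 uM ATP for 30 min, 37°C throughout.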
CCT chaperon mod: High-Throughput Screening for Modulators of Cytosolic Chaperonin Activity | activity change, % (concentration not given with the values), hits read low | 0.3% of 360,000 active | purified chaperonin ATPase assay, HTRF ADP detection, 30 min; in the data active = activity change below about -30%; also: % is scaled to controls: 0 for no effect and ±100 for the full control effect
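ATPase activity: ADP formed was measured by HTRF Transcreener (665/615 nm ratio) after 30 min at 37 deg C with 10 uM ATP. Compounds screened at one 76 uM concentration against 40 or 20 nM TRiC in Tris pH 7.4/KCl/MgCl2/DTT buffer.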
* hit, by the source's call; ? = inconclusive; nt = not tested or not shown; [ ] = another dose, or the depositor's remark. Unless noted, calls follow the shape of the dose curve; as a rule, active = well fitted curve in the direction sought with a large enough effect; inconclusive = small, poorly fitted or top-dose-only effect, or another doubt; inactive = no such curve, though single readings can be large; an effect the other way counts as inactive or inconclusive. Some of the compounds tested; the hit share may differ from the screen's.

Compound | EPAC2 antag | WRN inhibitor | PI5P4Ka inh | EPAC1 ag | EPAC1 antagonist | PLK1 PBD inh | MmCpn inh | CCT chaperon mod
Nc1nonc1C(=O)OCC(=O)N1CCCCC1 | 17% | -19% | -5 | 4% | -19% | -8% | 0% | -2.5
CC1(c2ccc(Cl)cc2)NC(=O)N(CC(=O)NCc2ccc(F)cc2)C1=O (stereo not drawn) | -2% | 7% | -7 | -1% | -11% | -1% | 4% | 1.0
COc1ccc(NC(=O)C(c2ccc(OC)cc2)N(C)C(=O)CNC(C)=O)cc1 (stereo not drawn) | 10% | 3% | 0 | -1% | 7% | ? | 2% | -0.4
Nn1c(SCC(=O)Nc2ccc3c(c2)OCCO3)nnc(CCC(=O)O)c1=O | 2% | 7% | ? | 2% | 5% | 3.4µM* | 1% | -11
CCCCCC(=O)N1C[C@H](n2cc(COC(=O)c3ccccc3)nn2)[C@@H](O)C[C@@H]1c1ccc(C)cc1 | -22% | -9% | 6 | -18% | -14% | 5% | nt | 0.4
O=C(NC1CCCC1)C(c1ccncc1)N(C(=O)Cn1nnc(-c2ccccc2F)n1)c1cccc(F)c1 (stereo not drawn) | -1% | -3%[57.1 µM] | -2 | 14% | 14% | -5% | -1% | -2.2
Cc1ccc2c(c1)C1CC(C)(O2)N(c2cccc(C(=O)NC3CCN(Cc4ccccc4)CC3)c2)C(=O)N1 (stereo not drawn) | -2% | 1% | -6 | 0% | -27% | -11% | 1% | -1.4
O=C(Nc1ccc(Cc2ccncc2)cc1)c1cc([N+](=O)[O-])ccc1N1CCOCC1 | -3% | 1% | -2 | 11% | 14% | -1% | 1% | -0.2
CNS(=O)(=O)c1ccc(N2CCCC2=O)c([N+](=O)[O-])c1 | -17% | -22% | 0 | -4% | -9% | ? | 3% | -0.1
CN=C(NC#N)NCCSCc1nc[nH]c1C | -4% | 0% | 3 | -1% | -8% | -11% | 2% | -1.0
COc1ccccc1/C=N/NC(=O)c1ccc(CN2C(=O)c3cccc4cccc2c34)cc1 | 2% | -27% | -11 | 12% | -13% | -24% | 0% | -1.2
CC1CCN(c2cc(N3CCN(C(=O)c4ccc(F)c(F)c4)CC3)c([N+](=O)[O-])cc2F)CC1 | 3% | -28% | -2 | 4% | -13% | -5% | 0% | -0.6
CS(=O)(=O)c1cc(N2CCOCC2)ccc1CNC[C@H]1O[C@@H](n2cnc3c(=O)[nH]c(N)nc32)[C@H](O)[C@@H]1O | -10% | 16% | -2 | 2% | -7% | 0% | nt | 2.0
Cc1cc(NC(=O)CSc2nnc(Nc3ccccc3F)s2)no1 | 10% | -4% | -2 | -2% | 14% | -8% | -9% | 1.4
Cc1ccc(C(=O)/C=C/c2ccc3c(c2)OCCO3)c(O)c1 | 4% | -8% | 31 | 16% | -4% | -8% | -1% | -7.4
N#CC(C(N)=O)=C1CCCCC1 | -3% | 3% | 5 | 8% | -14% | -2% | 3% | -3.1
COc1ccc(C)c2sc(NC(=O)C3CC3)nc12 | 6% | -5% | 1 | -5% | -22% | -10% | -4% | -1.4
C[C@@H]1CCCCO[C@H](CN(C)C(=O)c2ccccc2)[C@@H](C)CN([C@H](C)CO)C(=O)c2cc(NC(=O)NC3CCCCC3)ccc2O1 | 1% | 10% | 1 | -8% | 15% | -5% | nt | -1.5
Cc1cc(NC(=O)C(C)SCC(=O)Nc2ccc(SC(F)F)cc2)no1 (stereo not drawn) | -8% | -1% | -2 | 2% | 8% | -1% | 2% | -3.1
CCN(C(=O)c1cccc(Br)c1)C1CCS(=O)(=O)C1 (stereo not drawn) | 0% | -8% | -1 | 5% | -5% | -7% | -3% | 1.3
CCOc1ccc(CCNC(=O)c2cccc(S(=O)(=O)N3CCN(C(C)=O)CC3)c2)cc1OCC | 0% | 2% | -3 | 2% | -1% | 4% | 0% | 1.4
O=C(O)c1nccnc1C(=O)Nc1ccc(S(=O)(=O)N2CCOCC2)cc1 | 10% | -2% | 1 | 5% | -3% | -13% | -1% | -1.6
Cc1cccc(NC(=O)CNC(=O)Cc2ccc3c(c2)OCCO3)c1C | -13% | -8% | -2 | 5% | -6% | -4% | -5% | 1.3
O=C(CCC(=O)Nc1ccc(Cl)cc1Cl)NNC(=O)[C@@H]1CCCC[C@@H]1C(=O)O | -3% | 5% | -3 | -1% | -2% | 0% | 0% | -2.0
CN(CCO)S(=O)(=O)c1ccc2c(c1)C(=NN)c1cc(S(=O)(=O)N(C)CCO)ccc1-2 | 2% | 0%[57.1 µM] | 4 | 4% | -6% | -17% | -5% | -3.0
O=C(O)C1=C[C@@H](c2ccc(Br)cc2)C[C@@H](OCc2ccc(CO)cc2)O1 | 9% | -2% | 0 | 9% | -8% | -13% | nt | -1.3
Nc1c(C(=O)N/N=C/c2ccc(OCc3ccccc3)cc2)cnn1-c1ccccc1 | 8% | -11% | -8 | -4% | -9% | -9% | 2% | -1.3
CCOC(=O)C1CCCN(C(=O)c2ccc(NS(=O)(=O)c3ccc4[nH]c(=O)[nH]c4c3)cc2)C1 (stereo not drawn) | -8% | -4% | -2 | 3% | -23% | -15% | 3% | -3.1
COc1ccc(C2(CNC(=O)c3ccco3)CCOCC2)cc1 | 5% | -2% | -2 | -9% | -1% | -7% | -2% | 0.4
O=C(Nc1c(S(=O)(=O)c2ccc(Cl)cc2)csc1Br)c1ccccc1Cl | -16% | -4% | -2 | 6% | 7% | 1% | -3% | 0.2
COc1ccccc1N=Nc1[nH]c2ccc(C)cc2c1O | 17% | -6% | -1 | -4% | 1% | 3% | 1% | 0.5
CCN(CC)c1ccc(S(=O)(=O)N2CCOCC2)cc1NC(=O)CNCc1ccccc1 | -13% | -5% | 7 | 7% | -19% | -10% | 0% | -0.5
CCOc1ccc(-n2c(SCC(=O)N3CCC(C(=O)O)CC3)nc3ccccc3c2=O)cc1 | -3% | -3% | -11 | 7% | -19% | 2% | 0% | -1.4
COc1ccc(-c2c([C@H]3[C@H]4C=CC[C@@H](C)[C@@H]4C(=O)N3Cc3ccccc3)ccc3ccccc23)cc1OC | -8% | -3% | 3 | -7% | -4% | -10% | -9% | 0.5
COc1ccc(Cl)cc1NC(=O)CN1CCC(NC(=O)C2CC2)CC1 | -3% | 4%[57.1 µM] | -2 | 10% | -6% | -14% | 2% | 1.5
COc1ccc(C(=O)NCCCN=C2NS(=O)(=O)c3ccccc32)cc1 | 11% | 5% | -7 | -1% | 8% | -12% | -1% | 1.6
Cc1ccc([N+](=O)[O-])cc1NC(=O)CSc1nnc(C)n1CC1CCCO1 (stereo not drawn) | 13% | 10% | -5 | -4% | -10% | 1% | 1% | 0.8
CCOC(=O)c1nn(-c2ccc(Cl)cc2)c2nnc(Cc3ccc(C)cc3)c(=O)n12 | -2% | -2% | 3 | 4% | -7% | -1% | -4% | -2.5
Oc1ccc(Nc2nc(-c3cccs3)cs2)cc1 | 0% | -19% | -14 | 9% | 2% | -28% | -9% | -3.8
CCCOc1ccc(C2C(C(=O)c3ccc(C)o3)=C(O)C(=O)N2CCN2CCOCC2)cc1OC (stereo not drawn) | 3% | 10% | 0 | 2% | 2% | -13% | -4% | 0.6

Sorted by the number under PLK1 PBD inh (largest number first): some entries from above
canonical_smiles	PLK1 PBD inh
COc1ccccc1N=Nc1[nH]c2ccc(C)cc2c1O	3%
O=C(CCC(=O)Nc1ccc(Cl)cc1Cl)NNC(=O)[C@@H]1CCCC[C@@H]1C(=O)O	0%
CCOC(=O)c1nn(-c2ccc(Cl)cc2)c2nnc(Cc3ccc(C)cc3)c(=O)n12	-1%

Taken from above:
`COc1ccc(Cl)cc1NC(=O)CN1CCC(NC(=O)C2CC2)CC1` – CCT chaperon mod = 1.5
`O=C(O)c1nccnc1C(=O)Nc1ccc(S(=O)(=O)N2CCOCC2)cc1` – MmCpn inh = -1%
`O=C(O)C1=C[C@@H](c2ccc(Br)cc2)C[C@@H](OCc2ccc(CO)cc2)O1` – EPAC1 antagonist = -8%

More records.
Compound | EPAC2 antag | WRN inhibitor | PI5P4Ka inh | EPAC1 ag | EPAC1 antagonist | PLK1 PBD inh | MmCpn inh | CCT chaperon mod
N=c1n(CCCOc2ccccc2Cl)c2ccccc2n1CC(N)=O | 1% | 0% | 12 | -1% | -8% | 1% | 4% | 0.5
Cc1ccc(N2C(=O)c3cccc(Oc4ccc(Cl)cc4)c3C2=O)c(C)c1 | -13% | -8% | 14 | 11% | 4% | 8% | -1% | -2.7
CSCC[C@H](NC(=O)c1ccc(OCC2CCCO2)cc1)c1nc2ccccc2[nH]1 (stereo partly drawn) | 14% | -17% | -5 | 2% | -5% | 2% | 1% | 0.6
CCCNC(=O)C(Cc1ccc(OC)cc1)NC(=O)c1ccc(C#N)cc1 (stereo not drawn) | 9% | -5% | 8 | 1% | -5% | 2% | 4% | 2.4
CO[C@@]12[C@H](COC(N)=O)C3=C(C(=O)C(C)=C(N)C3=O)N1C[C@@H]1N[C@@H]12 | 10% | -7% | -3 | -22% | -8% | -7% | -9% | -0.7
COC(C(=O)Nc1ccccc1F)c1ccccc1 (stereo not drawn) | 16% | 11% | 3 | -1% | 5% | -1% | 0% | -0.8
COc1ccccc1CNC(=O)c1ccc2nc(N3CCOCC3)sc2c1 | 5% | 7% | -4 | -13% | 1% | 2% | -1% | -1.6
COc1ccc(N2CCN(C(=O)c3cc4c(s3)-c3ccccc3OC4)CC2)cc1 | 0% | 3% | 4 | -3% | -2% | -16% | ? | -0.7
C=CCNC(=O)C1CCN(S(=O)(=O)c2cccs2)CC1 | 22% | -22% | -1 | -5% | -17% | -3% | 1% | 1.1
Cc1ccc(/C=C/C(=O)O)cc1S(=O)(=O)NCCCO | 4% | -5% | -15 | 9% | 1% | -8% | -2% | -1.7
